# Assay outcomes: PubChem, National Center for Advancing Translational Sciences (NCATS)
# ASM inhibitor = Inhibitors of Secretory Acid Sphingomyelinase (S-ASM): qHTS; Sphingomyelin phosphodiesterase (Homo sapiens), P17405; placental ASM, HMU-PC fluorogenic substrate, 60 min; Potency, µM (titrated, usually from 57.5 µM), without a hit: top-dose activity change, negative = inhibition, most hits filed as inhibitors; actives 0.006% (n = 340,000); AID 504937, 2011; also: potency is read from the fitted curve at half-maximal effect
#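 qHTS format. ASM enzyme prepared from human placenta hydrolyses the fluorogenic substrate HMU-PC0 (9 uM final) over 60 min at 37 °C after a 10 min compound preincubation.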
# uPA surface inh = qHTS for Inhibitors of Cell Surface uPA Generation | cell surface uPA generation assay, qHTS | Potency, µM (highest dose often 38.3 µM), for the others: at the top dose activity change, negative = inhibition, actives largely listed as inhibitors | actives 0.31% (n = 330,000) | AID 540303, 2011; active = well fitted inhibition curve with a large enough effect; inconclusive = small, poorly fitted or top-dose-only effect; inactive = no such curve, though single readings can be large or run the other way; tested in mouse RAW 264.7 cells; also: potency is read from the fitted curve at half-maximal effect; % is scaled to controls: 0 for no effect and ±100 for the full control effect; nearly all actives have a fitted effect of over 55% in size
# p53 reactivation = qHTS assay for re-activators of p53 using a Luc reporter | H1299 p53-A138V BP100-luciferase reporter, luminescence, 24 h | Potency, µM (doses to about 92.2 µM), inactives show top-dose activity change, positive = activation, actives largely listed as activators | actives 0.063% (n = 320,000) | AID 504706, 2011; also: potency is read from the fitted curve at half-maximal effect; % of control where 0% means no effect; nearly all actives have a fitted effect of over 45% in size
#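 p53-null H1299 cells stably carrying temperature-sensitive p53-A138V and a BP100-luciferase reporter were pinned with compounds (4-point, 1:5 series) and held 24 hrs at 37 deg C. Luminescence was read 10 min after detection reagent.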
# Eya2 inh = qHTS Assay for Inhibitors of the Phosphatase Activity of Eya2; Protein phosphatase EYA2 (Homo sapiens), O00167; AID 488837, 2010; recombinant Eya2, OMFP fluorescence dephosphorylation (OMFP is methylfluorescein phosphate); Potency, µM (top dose mostly 76.9 µM), for the others: top-dose activity, negative = inhibition, actives largely listed as inhibitors; actives 0.006% (n = 330,000); also: potency is read from the fitted curve at half-maximal effect; % is scaled to controls: 0 for no effect and ±100 for the full control effect
#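 Eya2 (0.2 uM) preincubated 10 min at ambient with compound, then OMFP substrate added at 50 uM; 10 min reaction in 50 mM HEPES pH 7.5, 50 mM NaCl, 5 uM MgCl2, 0.05% BSA, 1 mM DTT. Fluorescence read at Ex 485/Em 525 nm.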
# TRPV1 agonist = HTS Assay for Compounds that Act as Agonists of the Vanilloid Receptor 1; actives 0.19% (n = 320,000); TRPV1-expressing cells, Fluo-8 calcium influx, agonist mode; AID 540275, 2011; Transient receptor potential cation channel subfamily V member 1 (Homo sapiens), Q8NER1; activation, % at 8.33 µM; in the data active = activation above about 80%; inconclusive = between about 30% and that limit; also: 0% is about no effect
#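 TRPV1-expressing cells were cultured overnight at 35.5C and loaded with Fluo-8 calcium dye for 40 to 90 min at room temperature. After a 10 s baseline, compound was added and calcium influx was read kinetically for 3 min (ex 480/em 520 nm).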
# ELG1 genotox = qHTS screen for small molecules that induce genotoxicity in human embryonic kidney (HEK293T) cells expressing luciferase-tagged ELG1 | HEK293T ELG1-luciferase reporter, luminescence, 16 h | Potency, µM (highest dose often 46 µM), without a hit: at the highest dose activity change, positive = activation, most hits filed as activators | actives 1.3% (n = 330,000); also: potency is read from the fitted curve at half-maximal effect; % of control where 0% means no effect; nearly all actives have a fitted effect of over 60% in size
#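 Luminescence read-out: rising ELG1-luciferase signal, reflecting elevated ELG1 protein under genetic stress, flags genotoxic compounds. Cells were treated for 16 hr at 37 °C before ONE-Glo detection.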
# Integrin act MD = qHTS for Activators of Integrin-Mediated Alleviation for Muscular Dystrophy. alpha7betagal myoblasts, beta-gal FDG fluorescence, 48 h. Potency, µM (series often up to 38.3 µM), inactives show at the top dose activation, most hits filed as activators. actives 0.064% (n = 350,000). AID 624291, 2012;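 also: potency is read from the fitted curve at half-maximal effect; 100% = response of the positive control SU9516; nearly all actives have a fitted effect of over 60% in size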
#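 alpha7betagal+/- myoblasts (passage 13, 250/well) treated 48 h at 37C with compounds at 1:260 dilution of DMSO stock. Lysed, then beta-galactosidase activity read as FDG fluorescence (ex 480/em 540) after 30 min, with pre-read for autofluorescence.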
# BRCA1 expr up = qHTS Assay to Identify Small Molecule Activators of BRCA1 Expression. MCF7-BRCA1-FFLuc reporter, luminescence, 48 h; response scale: scaled: vehicle 0%, 10 µM genistein 100%. actives 1.1% (n = 380,000). Potency, µM (doses to about 46.1 µM), for inactives: top-dose activation, usual class: activators. AID 624202, 2012; also: potency is read from the fitted curve at half-maximal effect; nearly all actives have a fitted effect of over 80% in size; some results filed as inactive show a strong effect at the top dose
#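 Activators of BRCA1 expression were detected as increased firefly luciferase luminescence in engineered MCF7 cells after 48 h compound incubation. Signals were scaled to genistein 10 microM as full activation.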
# B2AR arrestin = qHTS assay of beta-arrestin-biased ligands of beta2-adrenergic receptor; Beta-2 adrenergic receptor (Homo sapiens), P07550; Potency, µM (highest dose often 46.1 µM), inactives show at the highest dose activation, actives largely listed as activators; beta-arrestin recruitment to beta2AR, cell-based reporter; actives 0.02% (n = 330,000);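 also: potency is read from the fitted curve at half-maximal effect; 0% = DMSO controls and full agonism = EC100 isoproterenol or metaproterenol; nearly all actives have a fitted effect of over 65% in size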
# Target sequence (P07550 whole entry, looked up): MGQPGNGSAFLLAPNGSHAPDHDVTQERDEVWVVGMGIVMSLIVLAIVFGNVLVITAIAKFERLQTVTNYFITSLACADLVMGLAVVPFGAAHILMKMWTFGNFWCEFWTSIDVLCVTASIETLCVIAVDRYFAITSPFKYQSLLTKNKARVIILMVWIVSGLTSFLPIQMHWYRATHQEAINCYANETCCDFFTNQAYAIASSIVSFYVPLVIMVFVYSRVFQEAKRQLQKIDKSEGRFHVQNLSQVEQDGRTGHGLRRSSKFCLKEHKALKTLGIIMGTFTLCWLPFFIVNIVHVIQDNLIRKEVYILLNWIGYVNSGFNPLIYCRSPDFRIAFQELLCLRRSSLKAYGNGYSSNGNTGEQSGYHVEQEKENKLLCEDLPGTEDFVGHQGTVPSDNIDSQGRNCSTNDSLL
# USP2a block = qHTS Assay for Inhibitors of Ubiquitin-specific Protease USP2a Using CHOP2 as the Reporter. actives 0.01% (n = 330,000). USP2 core, Ub-CHOP2 coupled fluorogenic reporter, 485/531. AID 463254, 2010. Potency, µM (doses to about 38.3 µM), inactives show top-dose activity change, negative = inhibition, usual class: inhibitors;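 also: potency is read from the fitted curve at half-maximal effect; plate controls were DMSO wells for no effect and full inhibition by NEM control for full effect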
#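 USP2 core (10nM final) preincubated 30min RT with compound in 20mM Tris-HCl pH 8.0, 2mM CaCl2, 2mM beta-mercaptoethanol, 0.05% CHAPS; 25nM Ub-CHOP2 plus 25nM reporter substrate added, fluorescence (Ex485/Em531) read after 60min.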
# TSG101-PTAP inh = qHTS Assay for Iinhibitors of HIV-1 Budding by Blocking the Interaction of PTAP/TSG101. Tumor susceptibility gene 101 protein (Homo sapiens), Q99816. Fluorescence polarization, FITC-PTAP peptide / Tsg101 binding. Potency, µM (top dose mostly 115 µM), for the others: at the top dose activity change, negative = inhibition, actives largely listed as inhibitors. 340,000 tested, under 10 active. AID 493005, 2010; active = well fitted inhibition curve with a large enough effect in the main read-out, with a control signal flat, not every such curve was filed as active; inconclusive = small, poorly fitted or top-dose-only effect, or effect the other way, or a change in a side signal; inactive = no such curve, though single readings can be large or run the other way; also: potency is read from the fitted curve at half-maximal effect; % of control where 0% means no effect
# Target sequence (Q99816 whole entry, looked up): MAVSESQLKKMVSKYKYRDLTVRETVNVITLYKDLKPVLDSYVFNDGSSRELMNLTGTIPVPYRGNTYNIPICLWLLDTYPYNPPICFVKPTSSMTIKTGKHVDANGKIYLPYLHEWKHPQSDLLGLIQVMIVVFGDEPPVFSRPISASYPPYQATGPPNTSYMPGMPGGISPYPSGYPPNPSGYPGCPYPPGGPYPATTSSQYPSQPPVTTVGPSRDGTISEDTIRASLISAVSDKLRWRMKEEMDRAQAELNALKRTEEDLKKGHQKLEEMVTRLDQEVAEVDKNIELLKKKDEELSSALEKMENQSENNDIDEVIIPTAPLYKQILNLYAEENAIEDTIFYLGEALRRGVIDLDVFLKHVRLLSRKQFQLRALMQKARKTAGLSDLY
#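 Fluorescence anisotropy tracks displacement of a FITC-tagged PTAP peptide (50 nM) from the Tsg101 binding domain (10 uM), following a 20 min room-temperature incubation at pH 7.5.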
# * marks the source's active call; other numbers are inactive results; ? = inconclusive; · = not tested or not shown; [ ] = remark or other dose. Unless noted, calls follow the shape of the dose curve; as a rule, active = well fitted curve in the direction sought with a large enough effect; inconclusive = small, poorly fitted or top-dose-only effect, or another doubt; inactive = no such curve, though single readings can be large; an effect the other way counts as inactive or inconclusive.
SMILES,ASM inhibitor,uPA surface inh,p53 reactivation,Eya2 inh,TRPV1 agonist,ELG1 genotox,Integrin act MD,BRCA1 expr up,B2AR arrestin,USP2a block,TSG101-PTAP inh
CCOC(=O)c1[nH]c(C)c(/C(O)=C2\C(=O)C(=O)N(CCN3CCOCC3)C2c2cccs2)c1C (stereo not drawn),1.0%,-10.8%,8.9%,12.2%,2.0,4.6%,13.6%,-6.9%[1.84 µM],0.2%,-1.3%,-3.5%
CC1CCN(Cc2ccc(-c3nn[nH]n3)cc2)CC1,1.6%,-0.4%,8.0%,6.3%,1.3,1.6%,3.7%,4.7%,-0.3%,-0.3%,1.7%
CC(C)(C)NC(=O)CSc1nc(O)cc(=O)[nH]1,4.5%,0.0%,-17.3%,3.2%,-3.4,-0.7%,-9.0%,-17.7%,-0.3%,4.3%,-2.3%
O=C(CCCNC(=O)/C(=C/c1ccc(F)cc1)NC(=O)c1ccccc1)OCc1ccccc1,2.2%,-19.4%,-9.4%,-8.5%,-0.3,-1.2%,0.0%,-9.9%,-0.3%,-0.7%,-3.3%
CCCc1nnc(NC(=O)CCC(=O)N2CCN(c3ccccc3)CC2)s1,-3.2%,-3.4%,4.1%,0.2%,3.0,1.4%,-7.0%,19.4%,0.1%,3.5%,-4.6%
CCC(C)NC(=O)C1CCC(CNS(=O)(=O)c2ccc3c(c2)N(C(C)=O)CCO3)CC1 (stereo not drawn),0.6%,3.1%,-2.5%,-2.4%,1.4,0.0%,8.0%,0.0%,-0.1%,4.5%,-0.8%
CCCCNC(=O)C1CCCN1C(=O)Nc1cccc(OC)c1 (stereo not drawn),3.9%,2.8%,-3.4%,14.5%,-8.9,0.7%,28.6%,17.7%,-0.3%,1.8%,-8.2%
CC1=CCC(C(=O)O)(C(=O)N/N=C/c2cccs2)C(c2ccc([N+](=O)[O-])cc2)C1 (stereo not drawn),-6.3%,·,-8.2%,12.1%,?,0.1%,22.7%,1.2%,0.3%,1.0%,-8.3%
COc1cc(OC)cc(C(=O)NCC(=O)OCc2cc(=O)oc3cc(OC)ccc23)c1,-4.7%,4.3%,3.3%,7.8%,2.6,-1.6%,?,-4.2%,-1.1%,1.9%,-2.0%
CC(C)Oc1cccc(C(=O)Nc2ccc(NC(=O)c3ccco3)cc2)c1,-4.9%,-9.9%,-1.8%,-1.9%,1.2,2.1%,10.7%,26.4%,-0.5%,-0.3%,-8.5%
Cc1ccc(C)c(-n2cc(CNC(C)Cn3cncn3)c(-c3ccccc3)n2)c1 (stereo not drawn),-1.7%,-1.6%,-4.5%,-8.8%,14.2,-9.7%,-4.7%,-7.1%,-0.7%,2.5%,-7.0%
CCCc1ccc(OCCNC(C)=O)cc1,-0.6%,-11.2%,-3.7%,-10.1%,?,0.7%,-34.2%,23.1%,-1.3%,-3.7%,-3.9%
Cc1ccc(N2CC(NC(=O)C(=O)c3c(C)[nH]c4ccccc34)CC2=O)cc1 (stereo not drawn),-7.9%,-0.1%,1.1%,-14.7%,5.3,-3.2%,-5.3%,-5.7%,-1.0%,-0.2%,-0.5%
CSc1nccn1C(=O)c1ccccc1[N+](=O)[O-],6.8%,10.7%,·,5.4%,0.8,-0.3%,?,-14.2%,-0.8%,0.7%,-7.0%
N#CCCn1cc(/C=N/N=C2\NC(=O)C(CC(=O)O)S2)c(-c2ccc(F)cc2)n1 (stereo not drawn),0.3%,-2.2%,-0.5%,3.9%,1.8,2.5%,5.8%,0.8%,-0.5%,0.3%,-3.0%
O=C(OC1CCOC1=O)c1cccc(S(=O)(=O)Nc2ccc(F)cc2)c1 (stereo not drawn),·,1.5%,1.4%,1.5%,-2.1,-0.9%,1.9%,-10.4%,-0.6%,0.0%,-0.2%
CN1CCN(c2ccc(NC(=O)CSc3nnnn3-c3ccccc3F)cc2)CC1,-1.2%,-7.7%,13.0%,-0.9%,0.3,-1.0%,-27.4%,2.1%,-0.2%,-1.0%,-5.2%
O=C1OC(Nc2ccc(Br)cc2F)c2ccccc21 (stereo not drawn),0.1%,·,5.3%,4.4%,2.9,-6.9%,-5.2%,3.8%,-0.7%,-1.0%,-5.5%
Cc1ccc(S(=O)(=O)N2CCCCC2)cc1NC(=O)CNC(C)c1ccc(Cl)c(Cl)c1 (stereo not drawn),-2.8%,?,-2.3%,-9.8%,7.1,-3.0%,-28.4%,-79.4%,-0.2%,-14.7%,-0.4%
CCOC(=O)c1cc(C(=O)Nc2ccc(S(=O)(=O)Nc3ccc(OC)cc3)cc2)nn1C,·,·,3.1%,-9.3%,-3.0,-17.7%,·,·,-0.5%,-2.3%,·
CC(Oc1ccccc1Cl)C(=O)N1CCCN(C)CC1 (stereo not drawn),5.9%,-0.4%,·,-2.7%,5.3,-2.8%,11.7%,-0.1%,3.0%,1.1%,-2.8%
Cc1ccc(-c2nnc(SCC#CCOC(=O)c3ccco3)o2)cc1,-1.7%,-8.3%,8.7%,3.6%,19.8,?,-3.4%,68.0%,0.1%,0.3%,0.1%
O=C(Cc1ccsc1)Nc1ccc(S(=O)(=O)C(F)F)cc1,-3.8%,-1.3%,-1.9%,-2.6%,12.2,2.4%,-2.6%,0.0%,-0.1%,-3.1%,-2.8%
CN(C)c1ccc(/C=C(/NC(=O)c2ccccc2Cl)C(=O)NCCN2CCOCC2)cc1,25.7%,-4.2%,1.7%,13.4%,-3.6,-1.4%[9.26 µM],2.1%,1.2%,-0.1%,4.2%,-2.9%

# Reformatted as tab-separated lines: two of the compounds above
SMILES	ASM inhibitor	uPA surface inh	p53 reactivation	Eya2 inh	TRPV1 agonist	ELG1 genotox	Integrin act MD	BRCA1 expr up	B2AR arrestin	USP2a block	TSG101-PTAP inh
Cc1ccc(-c2nnc(SCC#CCOC(=O)c3ccco3)o2)cc1	-1.7%	-8.3%	8.7%	3.6%	19.8	?	-3.4%	68.0%	0.1%	0.3%	0.1%
O=C(Cc1ccsc1)Nc1ccc(S(=O)(=O)C(F)F)cc1	-3.8%	-1.3%	-1.9%	-2.6%	12.2	2.4%	-2.6%	0.0%	-0.1%	-3.1%	-2.8%

# (more compounds)
SMILES,ASM inhibitor,uPA surface inh,p53 reactivation,Eya2 inh,TRPV1 agonist,ELG1 genotox,Integrin act MD,BRCA1 expr up,B2AR arrestin,USP2a block,TSG101-PTAP inh
Cc1cc(C(=O)NCC(=O)Nc2c(C)cccc2C)c(C)o1,2.4%,2.4%,3.8%,5.8%,-3.7,0.4%,-17.4%,10.2%,-0.2%,0.4%,-3.2%
O=P(c1ccccc1)(c1ccccc1)c1nc(-c2ccccc2)oc1NCc1ccccc1,-1.0%,-8.9%,-2.4%,3.2%,?,-4.7%,-22.0%,0.0%,-0.1%,-0.7%,-8.9%
S=C1SCN(CCN2CCOCC2)CN1Cc1ccccc1,2.4%,·,0.8%,5.3%,-0.5,2.2%,-16.5%,6.2%,0.5%,2.8%,-8.6%
NC1=CC(=O)C(=O)c2ccccc21,0.8%,-6.1%,·,·,·,·,-18.4%,-89.2%,·,·,-0.3%
CCn1c(C)c(C2=CCN(S(=O)(=O)c3ccccc3)CC2)c2ccccc21,-2.5%,-7.4%,-1.2%,4.9%,3.4,-5.8%,-26.4%,-27.2%,-0.2%,3.3%,-0.3%
CCOC(=O)C1(CC2CC2)CCN(C(=O)c2cc(C3CC3)nc3ccccc23)CC1,4.5%,0.0%,4.0%,-5.2%,-3.4,-6.7%,11.8%,0.0%,-0.4%,-7.7%,-5.5%
Cc1ncc([N+](=O)[O-])n1CC(=O)N/N=C/c1ccccc1F,2.2%,16.6%,1.8%,-5.3%,2.8,-0.5%,13.2%,8.1%,-0.3%,2.6%,-1.5%
CCCC(=O)OCC(=O)Nc1ccc(N=Nc2ccccc2)cc1,·,-6.0%,?,-1.5%,13.3,20.6µM*,-20.6%,?,-1.0%,3.3%,-0.1%
